From PubChem
ARNT TACC3 PPI: disrupts binding between human ARNT and TACC3. AlphaScreen His-ARNT PAS-B/GST-TACC3 binding, luminescence; TACC3 fragment carries E629A point mutation. inhibition, % at 9.99 µM. 390,000 tested, 0.66% active. AID 623870;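 active = mean inhibition of replicates at least 50% and at least half of replicates each reaching 50%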;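 note: 0% = complete ARNT plus TACC3 wells and 100% = ARNT alone without TACC3; many hits fall short of the cut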
esBAF inh: inhibitors of esBAF chromatin remodeling in mouse ES cells | Bmi1-luciferase knock-in reporter, 24 h; 100% = twice the neutral-well signal | reporter increase, % at 12.5 µM | 350,000 tested, 2% active | AID 602393; in the data active = activation above about 40%;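 note: 0% = median of the plate's neutral control wells and 100% = double that signal; a rise in the Bmi1 reporter signal indicates esBAF inhibition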
ERAP1 HTS inh: ERAP1 (human) enzyme inhibition | inhibition, % at 10.7 µM | 340,000 tested, 0.15% active | recombinant ERAP1, Leu-AMC fluorescence, 60 min | Q9NZ08;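 active = mean replicate inhibition of at least 30%, or all replicates individually reaching that 30% level; inactive = mean below 30% and not every replicate reaching it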;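 note: 0% = neutral control wells and 100% = L-leucinethiol positive control wells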
Xi reactivation: X-chromosome reactivation activator; XiGFP mouse fibroblasts, % GFP-positive cells imaging, 3 d; cells co-treated with 5-aza-dC sensitizer; scaled so ellipticine positive control = 100%; activation, % at 7.58 µM; 360,000 tested, 0.055% active; AID 743238;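 active = mean normalized replicate activation at least 10% and every replicate at or above 10%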;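 note: 0% = median of on-plate neutral control wells and 100% = ellipticine 6 µM median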
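System: 68-5-11 XiGFP fibroblast line; Timing: 3 days compound exposure; Compound dosing: one concentration, pinned; Benchmarks: positive control ellipticine, 6 µM final; Buffer or medium: DMEM containing 5-aza-dC.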
CFTR F508del cor: correctors of CFTR F508del function in bronchial epithelial cells; AID 720511; 350,000 tested, 0.36% active; activity (quench increase), % at 7.58 µM; CFBE cells, YFP halide quenching; stimulated with forskolin plus potentiator P3; % fluorescence drop versus neutral controls;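 active = mean added fluorescence quench of at least 8% versus neutral control, with both replicates also reaching 8%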;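 note: cells transiently co-express mutant CFTR-F508del with the halide-sensitive YFP; corrector assay measuring rescue of mutant channel to the surface after 24 h compound exposure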
RAD52 anneal inh: RAD52 (human) annealing inhibition. P43351. 360,000 tested, 0.46% active. recombinant RAD52 DNA annealing, FRET fluorescence. inhibition, % at 18.7 µM;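 active = every replicate showing at least 50% inhibition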
INS-1E GSIS act: GLuc luminescence reporter in INS-1E cells, primary screen for activators of glucose-dependent secretion of insulin | 370,000 tested, 0.61% active | AID 743287 | activation, % at 16.6 µM | INS-1E GLuc reporter insulin secretion, 2-3 h;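 active = lowest replicate activation of at least 40%, so every replicate reaches that level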;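 note: 0% = median of neutral control wells and 100% = median of IBMX positive control wells; some compounds called inactive have numbers as strong as hits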
RAD54 branch: blocks human RAD54 Holliday junction branch migration. FAM/BHQ fluorescence. AID 602329. Q92698. 360,000 tested, 0.14% active. inhibition, % at 10.4 µM;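 active = mean normalized replicate activity at least 40 and at least half of replicates scoring 40 or more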;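 note: 0% = median of neutral control wells and 100% = median of positive control wells; inhibitors cause a drop in the FAM fluorescence signal; in these data hits start at about 50%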
Target sequence (Q92698 whole entry, looked up): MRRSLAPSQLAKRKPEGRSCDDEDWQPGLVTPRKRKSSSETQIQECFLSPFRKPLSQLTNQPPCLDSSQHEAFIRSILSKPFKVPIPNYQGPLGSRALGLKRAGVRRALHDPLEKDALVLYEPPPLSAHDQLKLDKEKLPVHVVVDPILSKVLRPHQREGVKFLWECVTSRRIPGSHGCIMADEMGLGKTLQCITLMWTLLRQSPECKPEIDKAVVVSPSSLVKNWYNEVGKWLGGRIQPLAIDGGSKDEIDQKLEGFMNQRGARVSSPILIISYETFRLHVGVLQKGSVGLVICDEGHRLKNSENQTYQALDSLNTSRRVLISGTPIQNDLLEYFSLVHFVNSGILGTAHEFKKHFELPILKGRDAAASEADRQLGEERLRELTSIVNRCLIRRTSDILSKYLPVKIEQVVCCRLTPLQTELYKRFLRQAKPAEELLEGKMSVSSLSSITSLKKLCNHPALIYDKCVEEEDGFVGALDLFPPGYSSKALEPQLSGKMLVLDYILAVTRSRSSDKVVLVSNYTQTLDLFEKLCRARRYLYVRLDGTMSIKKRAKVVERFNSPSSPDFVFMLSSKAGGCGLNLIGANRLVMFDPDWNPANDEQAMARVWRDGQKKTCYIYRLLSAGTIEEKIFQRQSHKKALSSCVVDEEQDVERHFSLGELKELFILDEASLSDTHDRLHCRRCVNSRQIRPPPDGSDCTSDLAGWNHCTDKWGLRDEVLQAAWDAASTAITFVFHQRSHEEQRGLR
The depositor's hits bear a star; x = not tested or not shown.

SMILES	ARNT TACC3 PPI	esBAF inh	ERAP1 HTS inh	Xi reactivation	CFTR F508del cor	RAD52 anneal inh	INS-1E GSIS act	RAD54 branch
COC(=O)C(Sc1nc(C)cc(C)c1C#N)c1ccccc1 (configuration not stated)	-2	-4	x	x	x	x	8	-3
CCCCn1c(SCC(=O)Nc2ccc3c(c2)OCCO3)nnc1C(CC)N(C)C (configuration not stated)	0	-3	1	0.6	-3.3	-1	-1	6
COc1ccc(NC(=O)N(C)C[C@H]2Oc3cc(C#CCN(C)C)ccc3S(=O)(=O)N([C@H](C)CO)C[C@H]2C)cc1	0	-2	-2	0.4	-2.9	5	-2	2
Cn1[nH]c(C(F)(F)F)c(C=NCc2ccc(Cl)cc2)c1=O	4	4	1	0.0	0.7	-14	-10	-4
CC(=O)NCCOc1nc(N2CCCCC2)nc(N2CCCCC2)n1	-1	10	2	0.1	0.4	-9	1	9
Cn1nc(C2CC2)cc1NC(=O)CC(CC(=O)O)c1ccccc1 (configuration not stated)	x	x	2	0.2	x	-25	7	-8
C[C@@H]1CN([C@@H](C)CO)C(=O)c2cc(NC(=O)Nc3ccc(F)cc3)ccc2O[C@@H]1CN(C)Cc1ccncc1	-1	-5	4	-1.3	3.8	17	12	-2
CC1CCCCN1C(=O)CCC(=O)Nc1nnc(C(F)(F)F)s1 (configuration not stated)	4	5	-2	0.0	1.2	-7	-4	6
CCSC1=C(C#N)C(c2cccs2)C(C(=O)OC)=C(C)N1 (configuration not stated)	1	7	7	x	-1.6	-30	-23	-10
COc1ccc(NC(=O)CNc2ccccc2N2CCCC2=O)cc1S(=O)(=O)N1CCOCC1	4	-1	1	0.1	1.3	-13	x	-23
Cc1ccc(C(=O)C[n+]2cc(Br)cc(Br)c2)cc1	0	x	-2	0.4	0.3	-10	-4	6
COc1ccccc1C#Cc1cnc2c(c1)C(=O)N([C@H](C)CO)C[C@@H](C)[C@@H](CN(C)C(=O)CN(C)C)O2	6	3	0	-0.6	-1.1	33	13	14
O=C(Cc1ccncc1)N1C[C@@H]2N[C@H](C1)C2c1ccc(-c2cccc(F)c2)cc1 (some centres not stated)	x	x	4	0.2	1.9	27	6	x
Cc1c(Cc2ccccc2)sc(NC(=O)/C=C/c2cccc3ccccc23)c1C(N)=O	-2	x	2	0.0	x	-42	-5	-4
Cn1c(=O)c2c(SCCN3CCOCC3)nc(C3CCCC3)nc2n(C)c1=O	-3	x	8	0.0	x	-2	-4	x
Cc1ccc(S(=O)(=O)N2CCOCC2)cc1C(=O)N1CCc2ccccc21	3	4	-3	0.6	3.3	0	-16	-1
COCC(=O)N1CC[C@@H]2[C@H]1c1cc(C#Cc3ccc(OC)cc3)ccc1N[C@@H]2CO	10	-1	1	0.8	-0.6	-15	1	-5
C[C@@H]1CCCCO[C@H](CN(C)Cc2ccc3c(c2)OCO3)[C@H](C)CN([C@H](C)CO)C(=O)c2cc(NC(=O)CCC(F)(F)F)ccc2O1	-1	1	1	0.0	3.8	10	-16	-5
Cc1cc(C)nc(NC(=S)Nc2ccccc2)n1	0	x	-1	0.0	-5.4	-3	22	x
S=C(Nc1cccnc1)NC1CCCCCCC1	-1	x	x	1.5	x	x	18	16
CC(C)Oc1ccc(S(=O)(=O)N2CCCCC2)cc1NC(=O)C1=COCCO1	x	x	3	-0.1	-0.9	-5	-21	x
COc1ccc(OC)c(S(=O)(=O)N2CCN(CC(O)COc3ccc(C#N)cc3)CC2)c1 (configuration not stated)	x	0	1	0.5	-1.2	-12	2	-29
COc1cccc(CNC(=O)CC2C(=O)NCCN2Cc2ccoc2)c1OC (configuration not stated)	13	-5	-4	0.0	-3.0	-15	1	-5
O=C(COC(=O)/C=C/c1ccc(Cl)cc1)NC1CCCC1	-1	1	-1	1.4	2.8	3	17	-11
O=C1CN(S(=O)(=O)c2ccccc2)C[C@H]2[C@H](c3ccc(C#Cc4ccccc4)cc3)[C@@H](CO)N12	x	x	x	0.3	3.9	-17	-8	x
O=C(Cc1ccccc1)Nc1ccc(F)cc1	x	x	2	0.4	1.3	-5	-5	x
CC(OC(=O)c1cccs1)C(=O)Nc1nc(-c2ccccc2)cs1 (configuration not stated)	0	24	-2	0.0	0.1	-8	-25	6
O=C(Nc1cccc(-n2cnnn2)c1)c1cc(Cl)ccc1Cl	-7	-8	-2	0.0	1.3	-17	16	-2
O=C(Nc1ccc(-c2n[nH]c(=S)o2)cc1)c1ccccc1Br	2	1	-1	0.0	-1.5	-8	-16	0
Cc1ccsc1C(=O)OCC(=O)Nc1cccc(S(=O)(=O)N2CCCCC2)c1	x	0	-3	-0.1	1.1	-63	-8	3
COC(=O)c1nccnc1C(=O)Nc1ccccc1N1CCOCC1	4	x	0	0.0	-0.1	-20	7	-7
[O-][n+]1onc2c1CCC1N(O)C(c3ccccc3)CC21O (configuration not stated)	-33	-2	x	x	x	x	19	0
O=C(Cc1cccs1)N/N=C/c1ccccn1	5	x	-3	0.3	-2.5	-16	14	-8
COc1ccc(-c2csc3ncnc(N4CCN(c5ccc(OC)cc5)CC4)c23)cc1	9	7	1	-0.1	1.0	4	6	2
O=C1N2CCCCC1(c1ccccc1)CCCC2	x	x	3	0.3	2.9	-6	x	x
COc1cc2sc(-c3ccc(S(C)(=O)=O)cc3)c(C(=O)NCCCCO)c2cc1OC	-7	x	5	0.1	1.1	-20	4	-12
CCc1nnc(NC(=O)c2ccc(COc3cccc(C)c3)o2)s1	-3	4	-1	0.2	-0.4	5	16	1
CNC(=O)C[C@@H]1CC[C@@H]2[C@@H](COc3ccc(NC(=O)c4ccc(F)cc4)cc3C(=O)N2C)O1	-7	2	-1	0.3	4.5	0	8	-4
C[C@H]1CN([C@@H](C)CO)C(=O)c2cc(NC(=O)C3CC3)ccc2O[C@@H]1CN(C)S(=O)(=O)c1cn(C)cn1	-8	-3	-2	0.0	-0.1	-9	11	0
COc1cccc(C(=O)Nc2ccc3c(c2)C(=O)NC3=O)c1	-4	23	6	0.0	2.1	0	2	-7
CC(C)CNC(=O)c1cccc(NC(=O)c2ccco2)c1	-2	3	2	x	-0.8	-11	18	12
N#CCC(=O)N/N=C/c1ccc(OCC(=O)Nc2ccc(F)cc2)cc1	0	x	5	0.2	x	-15	1	x
CCCC(=O)Nc1ccc2c(c1)OC[C@@H](C)N(Cc1cncnc1)C[C@@H](C)[C@@H](OC)CN(C)C2=O	-6	-2	4	0.5	2.4	-8	11	2
COc1cccc(-c2cccc(-c3nc(C(=O)N(C)C)cc4c3[C@H](CCO)N([S@@](=O)C(C)(C)C)C4)c2)c1	-6	-7	1	0.0	0.6	-27	-1	4
CC(CCc1ccccc1)NC(=O)CCN1N=C(c2ccccc2)CCC1=O (configuration not stated)	-2	0	8	-0.1	-1.1	-8	-17	-3
O=C(Nc1cn(-c2ccccc2)nc1-c1ccc(F)cc1)c1ccccc1	-3	x	3	0.0	2.9	-1	x	-1
COc1ccc2c3c(n(C)c2c1)[C@@H](CO)NCC31CCN(Cc2ccncc2)CC1	x	x	-1	0.0	-4.3	-4	-22	x
CC(C)(C)c1ccc(C(=O)NCCOc2ccccc2F)cc1	-36	-50	-1	0.0	0.3	-13	-46	-2
COc1cccc(-n2c(C)cc(/C=C3\C(=N)N4N=C(CC(=O)N5CCOCC5)SC4=NC3=O)c2C)c1	2	0	-1	0.2	3.6	-163	-5	5
COCCOC(=O)C(CC(=O)O)NCc1ccco1 (configuration not stated)	0	-4	-1	-0.1	-0.2	3	13	7
CC1(Oc2ccc(CC#N)cc2)CCN(Cc2ccc(-n3ccnc3)cc2)C1 (configuration not stated)	x	-7	0	-0.1	-0.9	-12	5	4
O=C(O)c1cc(S(=O)(=O)N(Cc2ccccc2)c2cccc(C(F)(F)F)c2)ccc1Cl	-4	-5	-1	0.0	0.8	0	-3	-16
COc1ccc(CCNC(=O)CSc2nnc3ccc(-c4ccccn4)nn23)cc1	48*	2	-3	0.5	0.3	-10	6	3
CCc1cc2c(=O)n(CCC(C)C)c(=S)[nH]c2s1	-4	x	1	-0.1	0.5	-8	1	x
COc1ccc(OC)c(CN2CCCC(C(=O)c3ccccc3SC)C2)c1 (configuration not stated)	19	-3	-9	0.0	0.2	-16	4	x
CCOC(=O)[C@]12CCC=C1N(CCC1=CCCCC1)C(=O)[C@H](CC(=O)NCc1ccccc1)C2	x	x	0	0.6	3.6	-25	-42	x
O=C(Nc1cc(Br)ccc1C(=O)NCc1cccc(O)c1)c1ccccc1	0	x	0	x	-0.5	18	x	-8
N#C[C@H]1[C@@H](c2ccc(-c3cccc(F)c3)cc2)[C@@H](CO)N1S(=O)(=O)c1cccc(F)c1	-7	3	-1	0.0	-3.5	-47	-15	13
CC(C)c1[nH]nc2c1C(C(C)C)C(C#N)=C(N)O2 (configuration not stated)	8	-13	x	x	x	x	4	-2
CCN(C(=O)CSc1nnc(COc2cccc(C)c2)o1)c1nc(C)cs1	0	-7	-2	0.1	-3.8	-22	-5	4

Three of the compounds above, as comma-separated lines.
SMILES,ARNT TACC3 PPI,esBAF inh,ERAP1 HTS inh,Xi reactivation,CFTR F508del cor,RAD52 anneal inh,INS-1E GSIS act,RAD54 branch
O=C(Nc1cc(Br)ccc1C(=O)NCc1cccc(O)c1)c1ccccc1,0,x,0,x,-0.5,18,x,-8
CC1(Oc2ccc(CC#N)cc2)CCN(Cc2ccc(-n3ccnc3)cc2)C1 (configuration not stated),x,-7,0,-0.1,-0.9,-12,5,4
CC(C)c1[nH]nc2c1C(C(C)C)C(C#N)=C(N)O2 (configuration not stated),8,-13,x,x,x,x,4,-2

The listing continues:
SMILES	ARNT TACC3 PPI	esBAF inh	ERAP1 HTS inh	Xi reactivation	CFTR F508del cor	RAD52 anneal inh	INS-1E GSIS act	RAD54 branch
Cc1noc(C)c1S(=O)(=O)NCc1cccc(Cl)c1	24	-9	-3	-0.1	0.3	-18	-15	-5
CC(C)CC#Cc1ccc2c(c1)O[C@H](CN(C)C(=O)c1cnccn1)[C@H](C)CN([C@H](C)CO)S2(=O)=O	3	1	1	-0.1	-0.9	6	-19	2
COc1ccc(NC(=O)N(C)C[C@H]2OCCCC[C@@H](C)Oc3ccc(NC(=O)CCCN(C)C)cc3C(=O)N([C@@H](C)CO)C[C@H]2C)cc1	-2	-1	0	-0.7	-0.9	-24	14	13
CCOCCn1c(CN2CCCC(C)C2)nc2c1c(=O)n(C)c(=O)n2C (configuration not stated)	2	6	6	0.0	1.8	7	3	-12
Cc1ccc(NC(=O)c2cc(C)n(-c3cccc(C)c3)c2C)cc1	2	x	x	0.1	-1.3	x	-18	7
COc1cccc(CNC(=O)Cc2ccc(OC)c(S(=O)(=O)N3CCOCC3)c2)c1	x	x	1	-0.1	-0.2	1	7	x
CN1C(=O)/C(=C/c2coc3ccc(O)cc3c2=O)SC1=S	-2	11	-1	-0.2	-1.4	-121	35	1
O=C(Cn1cnc2ccccc2c1=O)Nc1ccccc1N1CCOCC1	1	-4	3	-0.1	-2.7	-10	x	0
CC(C)C(C)NC(=O)CN1C(=O)NC(c2ccccc2)(c2ccccc2)C1=O (configuration not stated)	7	-3	1	0.1	-1.3	-10	-7	-3
COc1cc(C(C)=O)ccc1OCC(=O)Nc1ccccc1N1CCCC1	2	0	-2	0.0	2.0	2	-18	-5
Cc1ccc(N(CC(=O)NCC2CCCO2)C(=O)Cn2nnc(-c3cccs3)n2)cc1 (configuration not stated)	x	-2	-1	0.0	1.1	-21	-3	6

Part of the list above, field by field.
CC(C)C(C)NC(=O)CN1C(=O)NC(c2ccccc2)(c2ccccc2)C1=O (configuration not stated)
  ARNT TACC3 PPI: 7	esBAF inh: -3	ERAP1 HTS inh: 1	Xi reactivation: 0.1	CFTR F508del cor: -1.3	RAD52 anneal inh: -10	INS-1E GSIS act: -7	RAD54 branch: -3
COc1cccc(CNC(=O)Cc2ccc(OC)c(S(=O)(=O)N3CCOCC3)c2)c1
  ARNT TACC3 PPI: x	esBAF inh: x	ERAP1 HTS inh: 1	Xi reactivation: -0.1	CFTR F508del cor: -0.2	RAD52 anneal inh: 1	INS-1E GSIS act: 7	RAD54 branch: x
